SNCA viab count: cell viability loss counter-screen. AID 1671193. Potency, µM (doses to about 57.1 µM), for inactives: at the highest dose activity change, negative = cytotoxicity, actives largely listed as cytotoxic. HEK-293-SNCA-luc viability, GF-AFC fluorescence, 24 h. actives 0.12% (n = 150,000);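 note: potency is the fitted concentration of half-maximal effect; 0% = DMSO-treated cells and -100% = medium-only wells without cells; nearly all actives have a fitted effect of over 30% in size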
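HEK-293-SNCA-luc cells (1500/well) plated 24 h, then exposed 24 h to a dilution series; GF-AFC added 30 min at 37C, fluorescence 405/540 nm; normalised to medium-only and DMSO wells, Hill fit.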
HEK cytotox: cytotoxic compounds in HEK 293 cells | HEK 293 viability, ATP luminescence (CellTiter-Glo), 48-72 h | Potency, µM (doses to about 115 µM), inactives show top-dose activity change, negative = cytotoxicity, usual class: inhibitors | actives 6.6% (n = 94,000) | AID 1345083; note: potency is the fitted concentration of half-maximal effect; nearly all actives have a fitted effect of over 60% in size
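Cells seeded first (HEK 293, 250 cells/well), then compound added by pintool. Incubation ran 48 or 72 hr at 37 degree Celsius. CellTiter-Glo was added and luminescence imaged after 10 min at room temperature.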
IP6K1 inh: IP6K1 kinase inhibition. IP6K1 kinase, ADP-Glo luminescence, 2 h; active compounds read low. activity change, % (series mostly up to about 58 µM). actives 0.81% (n = 140,000). AID 1645851; in the data active = activity change below about -25%
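ADP-Glo luminescence measures ADP made by human IP6K1 during a 2 h RT reaction with ATP/IP6 (mix at 1.3 mM/130 uM); top library doses 57.5 and 19.1 uM final.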
Luciferase inh: blocks purified firefly luciferase enzyme activity; Potency, µM (doses to about 115 µM), without a hit: at the highest dose activity change, negative = inhibition, most hits filed as inhibitors; P08659; actives 2.5% (n = 76,000); AID 1347043; purified P. pyralis luciferase, luminescence, biochemical; note: potency is the fitted concentration of half-maximal effect; nearly all actives have a fitted effect of over 65% in size
Target sequence (P08659 whole entry, looked up): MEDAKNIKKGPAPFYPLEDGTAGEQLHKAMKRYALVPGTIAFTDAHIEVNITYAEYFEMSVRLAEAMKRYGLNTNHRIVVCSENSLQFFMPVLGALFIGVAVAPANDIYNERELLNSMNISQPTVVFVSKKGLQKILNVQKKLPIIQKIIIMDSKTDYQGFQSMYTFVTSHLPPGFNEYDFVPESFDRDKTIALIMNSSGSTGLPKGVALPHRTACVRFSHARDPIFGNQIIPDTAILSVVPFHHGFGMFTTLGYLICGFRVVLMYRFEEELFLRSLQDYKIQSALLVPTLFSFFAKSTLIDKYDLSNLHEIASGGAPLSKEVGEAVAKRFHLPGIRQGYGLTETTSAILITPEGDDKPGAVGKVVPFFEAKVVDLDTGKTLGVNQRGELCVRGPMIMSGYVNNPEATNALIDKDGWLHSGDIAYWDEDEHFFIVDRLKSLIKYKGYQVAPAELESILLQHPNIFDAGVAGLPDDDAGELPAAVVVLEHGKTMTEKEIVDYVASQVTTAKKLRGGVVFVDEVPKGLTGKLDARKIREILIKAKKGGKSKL
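Inhibitors were tested against purified firefly luciferase in a biochemical, low-substrate format (both substrates at 10uM) and luminescence measured with a CCD imager.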
GPT2 inhibitor: blocks human glutamate pyruvate transaminase 2; Q8TD30; Recombinant GPT2, coupled pyruvate oxidase/HRP Amplex Red fluorescence; actives 0.25% (n = 100,000); Potency, µM (top dose mostly 57.7 µM), inactives show top-dose activity change, negative = inhibition, actives largely listed as inhibitors; note: potency is the fitted concentration of half-maximal effect; nearly all actives have a fitted effect of over 60% in size; many of its hits are not listed in these tables
Target sequence (Q8TD30 whole entry, looked up): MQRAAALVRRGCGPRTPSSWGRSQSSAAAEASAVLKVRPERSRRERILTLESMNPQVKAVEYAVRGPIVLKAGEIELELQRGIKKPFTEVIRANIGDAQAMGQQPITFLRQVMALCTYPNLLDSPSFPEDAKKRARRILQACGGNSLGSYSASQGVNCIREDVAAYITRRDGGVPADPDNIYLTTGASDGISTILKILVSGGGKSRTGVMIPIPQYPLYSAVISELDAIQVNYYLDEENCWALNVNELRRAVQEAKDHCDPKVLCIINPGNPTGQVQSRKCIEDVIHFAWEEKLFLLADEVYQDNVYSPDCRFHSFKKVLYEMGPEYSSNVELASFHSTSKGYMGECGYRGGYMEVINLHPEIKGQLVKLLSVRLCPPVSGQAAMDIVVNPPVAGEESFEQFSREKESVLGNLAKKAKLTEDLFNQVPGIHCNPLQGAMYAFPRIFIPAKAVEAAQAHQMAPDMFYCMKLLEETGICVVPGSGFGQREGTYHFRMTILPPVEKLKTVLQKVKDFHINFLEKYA
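Recombinant GPT2 (10ng/uL) with 250uM a-KG and 2mM L-alanine, 30 min at room temperature, in HEPES pH 7.5 buffer. Pyruvate detected by pyruvate oxidase/HRP/Amplex Red fluorescence after 30 min in the dark; AOA (50uM) as positive control.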
NIH3T3 tox: kills NIH 3T3 cells; Potency, µM (titrated, usually from 96.7 µM), without a hit: top-dose activity change, negative = cytotoxicity, actives largely listed as inhibitors; NIH 3T3 viability, CellTiter-Glo ATP luminescence, 48-72 h; actives 4.3% (n = 94,000); note: potency is the fitted concentration of half-maximal effect; nearly all actives have a fitted effect of over 55% in size
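Cytotoxicity was measured by CellTiter-Glo ATP luminescence after 48 or 72 h compound exposure at 37 °C. Mouse NIH 3T3 fibroblasts were seeded at 400 cells/well and dosed by 23 nL pin transfer.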
SNCA expr inh: reduces expression of the alpha-synuclein gene | HEK-293 SNCA-luciferase knock-in, luminescence, 24 h | Potency, µM (titrated, usually from 57.2 µM), for inactives: at the highest dose activity change, negative = inhibition, most hits filed as inhibitors | actives 0.17% (n = 140,000);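 note: potency is the fitted concentration of half-maximal effect; plate controls were DMSO cells for no effect and cell-free wells for full effect; nearly all actives have a fitted effect of over 45% in size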
Starred values were filed as active, the others as inactive; i = inactive; ? = inconclusive; / = no result given; & = joins results of further samples; [ ] = dose if it differs, or a comment. Unless noted, calls come from the whole dose curve; as a rule, active = well fitted curve in the direction sought with a large enough effect; inconclusive = small, poorly fitted or top-dose-only effect, or another doubt; inactive = no such curve, though single readings can be large; an effect the other way counts as inactive or inconclusive. Unless noted, % is set by controls: 0 for no effect and ±100 for the full control effect. A portion of the library; count on the stated rates, not on these rows.

SMILES | SNCA viab count | HEK cytotox | IP6K1 inh | Luciferase inh | GPT2 inhibitor | NIH3T3 tox | SNCA expr inh
CCOc1ccc(NC(=O)C2CCCN(c3cn[nH]c(=O)c3)C2)cc1 (stereo unspecified) | 3% | -4% | 25 | -3% | 4% | -13% | -9%
CC(C)NC(=O)N1CCC[C@@H](O)[C@H](NC(=O)c2ccc(OCC(N)=O)cc2)C1 | 2%[87.6 µM] | 1%[172 µM] | 12 | 1%[172 µM] | 1%[88.5 µM] | -2%[174 µM] | 8%[87.6 µM]
O=C(COc1ccc(F)cc1)N1CC2CC(C1)[C@H]1CCCC(=O)N1C2 (stereo partly specified) | ? | 6% | 2 | -9% | -21% | i | -5%
COc1ccc(NC(=O)c2cc3nc(-c4ccc(Cl)c(Cl)c4)cc(C(F)(F)F)n3n2)c(OC)c1 | 0% | / | 8 | / | / | / | 1%
CN1Cc2ncnc(NCC3CCCCC3)c2CN(c2ccccc2)C1=O | -2% | ? | -11 | 4% | i | ? | -12%
CC1(C)C(=O)Nc2ccc(S(=O)(=O)N3CCC(c4noc(-c5ccccc5)n4)C3)cc21 (stereo unspecified) | 4% | ? | 8 | 0% | -1% | ? | -4%
COc1ccc([C@@H](NC(=O)c2cc3ncccn3n2)C2CC(O)C2)cn1 (stereo partly specified) | 4% | -16% | -1 | -2% | -15%[11.5 µM] | -11% | 11%
O=C(NCCc1ccccc1Cl)C1CCN(c2nc3ccccc3nc2C(F)(F)F)CC1 | 2% | / | -6 | / | / | / | -4%
CC(=O)N(C1CCOCC1)C1CCN(C(=O)c2ccccc2)CC1 | -2% | -6% | -16 | -8% | i | -16% | -24%
O=C(Nc1ccc(F)cc1)c1ccc2nc(-c3cccnc3Cl)oc2c1 | -6%[87.6 µM] | ? | 8 | / | -7%[88.5 µM] | ? | 233%[activator][87.6 µM]
CCN(CC)CCOC(=O)C1(C2CCCCC2)CCCCC1 | 1% | / | 4 | / | -8% | / | -5%
COCCNC(=O)Cn1nc2c(cc1=O)CCCC2 | 2% | 8% | -7 | 6% | -4% | i | -27%
O[C@@H]1CC(CNCc2cccnc2)(COc2ccc(C(F)(F)F)cn2)C[C@@H]1O (stereo partly specified) | -2% | -17% | 9 | -2% | i | -24% | -42%
COc1ccc(-c2ccc3c(c2)C(=O)N2CCN(C(=O)COc4ccccc4)C[C@@H]2C(=O)N3)cc1 | 1% | ? | -3 | 1% | -11% | ? | -5%
CC(C)CCN1CCOc2cc(C(=O)Nc3ccccc3)ccc2C1 | -24%[87.6 µM] | ? | 1 | -2%[172 µM] | -33%[88.5 µM] | 11µM* | 30%[activator][87.6 µM]

Fetched one by one from the entries so far (5):
SMILES | SNCA viab count | HEK cytotox | IP6K1 inh | Luciferase inh | GPT2 inhibitor | NIH3T3 tox | SNCA expr inh
CC1(C)C(=O)Nc2ccc(S(=O)(=O)N3CCC(c4noc(-c5ccccc5)n4)C3)cc21 (stereo unspecified) | 4% | ? | 8 | 0% | -1% | ? | -4%
CCN(CC)CCOC(=O)C1(C2CCCCC2)CCCCC1 | 1% | / | 4 | / | -8% | / | -5%
COc1ccc(-c2ccc3c(c2)C(=O)N2CCN(C(=O)COc4ccccc4)C[C@@H]2C(=O)N3)cc1 | 1% | ? | -3 | 1% | -11% | ? | -5%
CCOc1ccc(NC(=O)C2CCCN(c3cn[nH]c(=O)c3)C2)cc1 (stereo unspecified) | 3% | -4% | 25 | -3% | 4% | -13% | -9%
O=C(NCCc1ccccc1Cl)C1CCN(c2nc3ccccc3nc2C(F)(F)F)CC1 | 2% | / | -6 | / | / | / | -4%

Later entries.
SMILES | SNCA viab count | HEK cytotox | IP6K1 inh | Luciferase inh | GPT2 inhibitor | NIH3T3 tox | SNCA expr inh
COCc1ncc(C)n1CCNC(=O)c1cnccn1 | 1% | -4% | 18 | / | -11% | -11% | 14%
COC1CCN(C(=O)Cc2c[nH]c3ncc(-c4ccccc4)cc23)CC1 | -11%[87.6 µM] | -1%[172 µM] | -11 | ? | i | ? | -22%[87.6 µM]
O=C(Cn1cnnn1)N1CCC(c2nccn2Cc2cccnc2)CC1 | -1% | 1% | 0 | -6% | -17% | -7% | -1%
CCNC(=O)N[C@H]1[C@H](O)[C@H](O)C[C@@H]1C1CCCCC1 | 0%[87.6 µM] | -3%[230 µM] | -12 | -2%[230 µM] | i | -3%[230 µM] | -12%[87.6 µM]
Cc1oc(C2CCN(C(=O)CCC(=O)n3ncc4c(Cl)cccc43)CC2)nc1C(=O)N1CCOCC1 | 11% | 0% | 16 | / | i | -12% | 14%
CCN(CC)Cc1cnc2c(C(=O)NC3CCC3)cnn2c1 | -1% | -20% | -2 | -3% | -20% | -18% | 0%
COc1ccc(Cc2nc3ccccc3n2Cc2ccccc2F)cc1 | -4% | / | -13 | / | / | / | -22%
COc1cc2ccccc2cc1C(=O)Nc1cccc(-c2nc3cc(C)c(C)cc3o2)c1C | 7% | / | -4 | / | / | / | 11%
C=CC1(C)CC(O)C(C(=C)C(=O)OC)C(O)C1C(=C)CO (stereo unspecified) | -5% | / | -3 | / | i | / | /
Cc1ccc(C(=O)N2CCN(C(=O)c3nnn4c3COC(c3ccc(C)cc3)C4)CC2)cc1 (stereo unspecified) | -2% | ? | 3 | -4% | -3% | -14% | ?
NC(=O)COCCN1CCN(C(c2ccccc2)c2ccc(Cl)cc2)CC1 (stereo unspecified) | 0%[23.9 µM] | / | 5 | / | -4% | / | -61%[25.6 µM]
COc1ccc(CCNC(=O)CN2C(=O)C(c3ccccc3)=NC2(C)C)cc1OC | -2%[12.5 µM] | 4% | 5 | 3% | i | 3% | -18%
Cn1cnc(S(=O)(=O)N2CCC3(CC2)CC(Cc2ccccc2)CCO3)c1 (stereo unspecified) | -2% | ? | 2 | -1% | i | ? | -5%
COCCOc1ccc2c(n1)CCN(C(=O)c1cccc(C)c1)C2 | -15%[12.5 µM] | 4% | 9 | -3% | i | -2% | -30%
O=C(COc1ccc(Cl)cc1)N1C[C@@H](CO)[C@H](c2ccncc2)C1 | 2% | -6% | -6 | -13% | i | -29% | -24%
O=C(NC1CCCC1)N1CCCC(C(=O)N2CCCC(c3nc4ccncc4[nH]3)C2)C1 (stereo unspecified) | -2% | -2% | -6 | / | i | -24% | 11%
O=C(NNC(=O)c1ccc(CNS(=O)(=O)c2ccc(F)c(Cl)c2)cc1)c1ccccc1 | 3% | / | / | / | i | / | 6%
O=C1NCc2ccccc2CC12CCCN(Cc1ccc(O)cc1O)C2 (stereo unspecified) | -4% | 2% | -2 | / | i | i | -2%
CC(c1cccs1)N(C)Cc1cccnc1 (stereo unspecified) | 13%[87.6 µM] | -6%[230 µM] | -2 | 5%[230 µM] | -6%[88.5 µM] | -4%[174 µM] | -16%[87.6 µM]
CC(C)C(=O)N1CCC(n2c(=O)[nH]c3ccccc32)CC1 | 5%[87.6 µM] | -2%[172 µM] | -5 | / | -11%[88.5 µM] | 1%[138 µM] | 26%[87.6 µM]
Cc1cc(C)n(Cc2ccc(C(=O)NCCc3noc(-c4cccnc4)n3)o2)n1 | 2%[12.5 µM] | 0% | 0 | -2% | i | -11% | ?
COc1ccccc1-c1ccc(C(=O)N2CCC(N[S+](C)(=O)[O-])CC2)cc1 | 4%[12.5 µM] | -20% | -1 | / | 1% | -27% | -26%
O=C1N[C@@H]2CCN(C(=O)C3CCCCC3)[C@@H]2C(=O)N1c1ccc(Oc2ccccc2)cc1 | 6%[87.6 µM] | 1%[172 µM] | 7 | -8%[172 µM] | 1%[88.5 µM] | -11%[138 µM] | 2%[87.6 µM]
Cc1nc(-c2ccc(Cl)cc2)sc1CCNC(=O)C(=O)Nc1ccccc1C#N | 0% | / | 11 | / | / | / | 21%
Cc1ccc(-n2c(SCC(=O)NCc3ccc(F)cc3)nc3c([nH]c4ccccc43)c2=O)cc1 | -3% | / | -12 | / | / | / | 38%[activator]
Cc1ccc(C(=O)N2CCCCCCN(C)C(=O)[C@@H]3CCC[C@@H]32)s1 | 12% | ? | -9 | 6% | 3% | -8% | -3%
O=C(c1ccccc1)N1Cc2ccccc2CC2(CCCN2Cc2cccnc2)C1 (stereo unspecified) | -8% | ? | -4 | / | i | -19% | -29%
Cc1cc(C)c(CNC(=O)c2nc(-c3ccccc3C#N)cc3c2ccn3C(C)C)c(=O)[nH]1 | -24% | ? | -15 | -13% | 1% | ? | -12%
COc1ccc(CC(=O)N2C[C@@H](CO)[C@@H]3Oc4ccc(Cl)cc4[C@@H]32)cc1 | / | ? | -3 | / | / | ? | /
O=C1CCCCC(CNC(=O)C2CCCC2)N1 (stereo unspecified) | 7% | i | -10 | 3% | i | i | 6%
COc1ccc(N2CC(C(=O)N3CCC(C(=O)NC4CC4)C3)NC2=O)cc1 (stereo unspecified) | 14%&-12% | 4%&-17% | 12&-7 | 3%&-3% | 3%&-3% | -8% | -1%&26%
O=C(CCC1CCCC1)Nc1ccc(-c2nnc3n2CCCC3)cc1 | 2% | 1% | 11 | 6% | i | i | 0%
C[C@H](O)c1onc(-c2ccccc2)c1C(=O)NC(C)(C)C | -5%[87.6 µM] | 8%[230 µM] | -15 | 4%[230 µM] | i | i | 23%[87.6 µM]
Cc1ccccc1Oc1c(CCC(=O)NCC2CCCO2)c(C)nn1-c1ccc(F)cc1 (stereo unspecified) | -4% | ? | -8 | 4% | i | ? | -17%
CCNC(=O)C1C(c2cccc(NC(=O)c3ccc(OC)cc3)c2)OC(=O)N1Cc1ccc(C)cc1 (stereo unspecified) | -9% | ? | 10 | 11µM* | i | ? | 49%[activator]
Cc1ccccc1CNC(=O)C1CCN(c2nn3cc(-c4ccc(F)cc4)nc3s2)CC1 | -1% | / | -15 | / | / | / | 95%[activator]
CN(C)Cc1nnc(C2CCCN(C(=O)c3cnn4ccccc34)C2)n1C (stereo unspecified) | 13% | -8% | -4 | -1% | 1% | 2% | 13%

Part of the list above in order of SMILES length, smallest number first:
SMILES | SNCA viab count | HEK cytotox | IP6K1 inh | Luciferase inh | GPT2 inhibitor | NIH3T3 tox | SNCA expr inh
CN(C)Cc1nnc(C2CCCN(C(=O)c3cnn4ccccc34)C2)n1C (stereo unspecified) | 13% | -8% | -4 | -1% | 1% | 2% | 13%
Cc1ccccc1Oc1c(CCC(=O)NCC2CCCO2)c(C)nn1-c1ccc(F)cc1 (stereo unspecified) | -4% | ? | -8 | 4% | i | ? | -17%
CCNC(=O)C1C(c2cccc(NC(=O)c3ccc(OC)cc3)c2)OC(=O)N1Cc1ccc(C)cc1 (stereo unspecified) | -9% | ? | 10 | 11µM* | i | ? | 49%[activator]

Source: PubChem BioAssay (National Center for Advancing Translational Sciences (NCATS))
